Bioassay records from PubChem.
ERG-DNA inh = blocks human ERG Ets domain binding to DNA; Potency, µM (highest dose often 76.9 µM), without a hit: top-dose FP activity, negative = inhibition, most hits filed as inhibitors; fluorescence polarization, His-ERG Ets domain / labelled DNA; AID 624246; hit rate 0.028% among 370,000; active = well fitted inhibition curve with a large enough effect in the polarisation, with a control signal flat; inconclusive = small, poorly fitted or top-dose-only effect, or effect the other way, or a change in a side signal; inactive = no such curve, though single readings can be large or run the other way; the % refers to the polarisation;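 also: polarization taken with two DNA probes labelled with fluorescein and Texas red; potency is read from the fitted curve at half-maximal effect; % of control where 0% means no effect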
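His-tagged ERG Ets domain (1 uM in the protein solution; 300mM KCl, 50mM Tris-HCl, 1mM EDTA, 1mM DTT, pH 7.5) received compound, then a probe mix of 5 nM fluorescein-DNA and 100nM Texas-615-DNA. Fluorescence polarization was read for both dyes.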
ALOX12 inh = blocks human arachidonate 12S-lipoxygenase. hit rate 1.1% among 580,000. purified 12hLO, xylenol orange hydroperoxide absorbance. P18054. AID 1671190. Potency, µM (series often up to 108 µM), for inactives: top-dose activity change, negative = inhibition, most hits filed as inhibitors; also: potency is read from the fitted curve at half-maximal effect; % is scaled to controls: 0 for no effect and ±100 for the full control effect
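Hydroperoxide product was detected by ferrous iron/xylenol orange as the 573 to 405 nm absorbance ratio. Arachidonic acid at 40 uM (final) was turned over for 30 min at room temperature by 150 nM human 12hLO, pH 7.0 Hepes buffer, after 15 min compound preincubation.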
LDHA inh = blocks human lactate dehydrogenase A; purified LDHA, NADH/diaphorase-resazurin fluorescence; hits give low values; P00338; hit rate 0.15% among 480,000; AID 1347041; activity change, % (values are at about 110 or 230 µM); in the data active = activity change below about -30%; inconclusive = mostly about -25% to -30%;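 also: plate controls were DMSO wells for no effect and wells without enzyme for full effect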
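LDH5 2 nM; NADH 0.06 mM, pyruvate 0.2 mM; 200 mM Tris pH 7.4, EDTA, Tween-20; 5 min RT. Detection: diaphorase 0.133 mg/mL + resazurin 37 µM, fluorescence ex540/em590 at 0 and 20 min; normalized to enzyme-free and DMSO wells.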
D2 ag = D2 dopamine receptor (human) agonism; AID 485358; HEK293 T-REx D2 cells, calcium flux agonist mode; hit rate 0.53% among 340,000; activation, % at 2 µM;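 active = activation over 3 SD above normal in the single-dose calcium agonist read, cut at about 30% in these data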; also: 0% is about no effect
Target sequence (P14416 whole entry, looked up): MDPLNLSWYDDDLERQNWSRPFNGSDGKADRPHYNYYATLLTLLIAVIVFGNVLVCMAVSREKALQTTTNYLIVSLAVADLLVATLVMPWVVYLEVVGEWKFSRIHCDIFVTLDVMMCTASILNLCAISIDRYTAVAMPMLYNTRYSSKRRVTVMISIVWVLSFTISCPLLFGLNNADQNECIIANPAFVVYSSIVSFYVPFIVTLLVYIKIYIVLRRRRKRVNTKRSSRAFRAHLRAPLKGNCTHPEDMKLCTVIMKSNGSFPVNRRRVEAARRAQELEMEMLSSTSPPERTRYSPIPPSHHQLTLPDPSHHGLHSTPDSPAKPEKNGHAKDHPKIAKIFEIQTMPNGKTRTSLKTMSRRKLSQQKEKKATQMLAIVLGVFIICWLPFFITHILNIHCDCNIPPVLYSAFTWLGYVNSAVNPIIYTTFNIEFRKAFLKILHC
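Tetracycline-induced HEK293 Trex cells with D2 receptor force-coupled to calcium signaling, plated overnight at 30 C and loaded with no-wash calcium dye. Calcium flux read kinetically for 180 s after compound addition; responses flag agonists.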
GRP78 ERSR act = induces the endoplasmic reticulum stress response in human glioma cells. U87-MG GRP78 promoter luciferase reporter, 16 h. hit rate 0.02% among 420,000. Potency, µM, inactives show at the top dose activation, usual class: activators. AID 602332; also: potency is read from the fitted curve at half-maximal effect; series mostly up to about 76 µM; % of control where 0% means no effect; nearly all actives have a fitted effect of over 35% in size
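Stably transfected U87-MG glioma cells carrying a GRP78-based luciferase sensor; 16 h compound incubation. Luminescence end-point read 10 min after Bright-Glo addition at room temperature.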
RGS4 inhibitor = blocks human RGS4-accelerated GTP hydrolysis; Transcreener GDP fluorescence polarization, RGS4-accelerated GTP hydrolysis; Potency, µM (doses to about 114 µM), for the others: top-dose activity change, negative = inhibition, most hits filed as inhibitors; P49798; hit rate 0.039% among 390,000; also: potency is read from the fitted curve at half-maximal effect; % is scaled to controls: 0 for no effect and ±100 for the full control effect; nearly all actives have a fitted effect of over 75% in size; some results filed as inactive show a strong effect at the top dose
Target sequence (P49798 whole entry, looked up): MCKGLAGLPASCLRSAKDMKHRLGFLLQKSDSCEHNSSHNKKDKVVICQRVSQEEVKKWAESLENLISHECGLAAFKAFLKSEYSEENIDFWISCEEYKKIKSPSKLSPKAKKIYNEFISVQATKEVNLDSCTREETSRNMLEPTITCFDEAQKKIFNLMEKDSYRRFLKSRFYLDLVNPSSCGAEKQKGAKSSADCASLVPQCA
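MLSMR compounds (23 nl, pin-transferred) preincubated 10 min at room temperature with a 500nM (2x) first reagent, then RGS4 at 900nM (2x) plus Transcreener GDP mix added; fluorescence polarization (620/688 nm) read before and after 90 min at 30 °C.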
Vif-A3F inh = Vif-A3F binding inhibition | Potency, µM (series often up to 46.1 µM), for the others: at the highest dose activity, negative = active | HeLa A3F-eYFP + Vif (tagged APOBEC3F with the HIV-1 protein that degrades it), YFP fluorescence increase | hit rate 0.2% among 390,000; also: potency is read from the fitted curve at half-maximal effect; % of control where 0% means no effect; nearly all actives have a fitted effect of over 65% in size
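HeLa cells stably expressing A3F-eYFP plus Vif, plated and incubated overnight at 37 deg C, then exposed to compounds overnight at 37 deg C. Blocked degradation read as raised yellow fluorescence (Ex 488/Em 500-530).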
Vif-APOBEC3G blk = Vif-A3G binding inhibition. HeLa A3G-eYFP + Vif (tagged APOBEC3G with the HIV-1 protein that degrades it), YFP fluorescence, overnight. Potency, µM (highest dose often 46.1 µM), inactives show at the top dose activity, negative = active, usual class: inhibitors. hit rate 0.076% among 410,000;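 also: potency is read from the fitted curve at half-maximal effect; % is scaled to controls: 0 for no effect and ±100 for the full control effect; nearly all actives have a fitted effect of over 60% in size; hits raise eYFP signal because A3G escapes Vif-driven loss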
Target sequence (Q9HC16 whole entry, looked up): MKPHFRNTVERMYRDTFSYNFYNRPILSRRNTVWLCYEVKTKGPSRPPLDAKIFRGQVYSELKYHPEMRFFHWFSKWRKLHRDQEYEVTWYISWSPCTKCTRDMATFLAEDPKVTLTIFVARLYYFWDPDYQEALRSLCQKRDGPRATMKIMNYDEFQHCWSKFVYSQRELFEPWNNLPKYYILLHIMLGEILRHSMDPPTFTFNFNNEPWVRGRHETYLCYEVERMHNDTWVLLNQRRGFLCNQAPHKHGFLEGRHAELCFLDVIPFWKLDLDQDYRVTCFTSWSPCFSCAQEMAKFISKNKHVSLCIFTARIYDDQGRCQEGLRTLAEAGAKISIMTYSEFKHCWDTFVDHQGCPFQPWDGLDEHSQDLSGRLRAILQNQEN
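HeLa cells stably expressing Vif and C-terminally eYFP-tagged A3G, seeded overnight at 37 deg C, then exposed to compound by pintool overnight at 37 deg C. Rise in yellow fluorescence (Ex 488/Em 500-530, Acumen) marks blocked Vif-driven A3G degradation.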
D2 antagonist = antagonizes the human D2 dopamine receptor | P14416 | HEK293 TREx D2 cells, calcium flux, dopamine EC80 | inhibition, % at 10 µM | hit rate 2% among 340,000 | AID 485344; in the data active = inhibition above about 30%; also: 0% is about no effect
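Calcium mobilization kinetics were recorded at 1 s intervals in tetracycline-induced HEK293 T-REx D2 cells, first for 180 s after compound addition and then 180 s after EC80 dopamine.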
* hit, by the source's call; ? = inconclusive; nt = no result given; [ ] = another dose, or the depositor's remark. Unless noted, calls follow the shape of the dose curve; as a rule, active = well fitted curve in the direction sought with a large enough effect; inconclusive = small, poorly fitted or top-dose-only effect, or another doubt; inactive = no such curve, though single readings can be large; an effect the other way counts as inactive or inconclusive. Not all compounds are listed; the hit share may differ from the screen's.

The opening 2 records as a preview:
SMILES	ERG-DNA inh	ALOX12 inh	LDHA inh	D2 ag	GRP78 ERSR act	RGS4 inhibitor	Vif-A3F inh	Vif-APOBEC3G blk	D2 antagonist
Cc1cc(NC(=O)c2ccc([N+](=O)[O-])cc2)n(CCC#N)n1	10%	2%	5	2.7	-3%	-5%	?	1%	7
COc1ccc(/C=C/C(=O)NC(=S)N2CCOCC2)cc1	5%	-8%	-1	-0.5	-1%	-12%	-10%	1%	6

This part in full, from the first entry:
SMILES	ERG-DNA inh	ALOX12 inh	LDHA inh	D2 ag	GRP78 ERSR act	RGS4 inhibitor	Vif-A3F inh	Vif-APOBEC3G blk	D2 antagonist
Cc1cc(NC(=O)c2ccc([N+](=O)[O-])cc2)n(CCC#N)n1	10%	2%	5	2.7	-3%	-5%	?	1%	7
COc1ccc(/C=C/C(=O)NC(=S)N2CCOCC2)cc1	5%	-8%	-1	-0.5	-1%	-12%	-10%	1%	6
Cc1ccc(C2CC(c3ccccc3)=NN2c2ccccc2)o1 (stereo not drawn)	2%	?	0	-0.9	2%	-45%	3%	-7%	36*
COc1cccc(C(CNC(=O)C2CCN(C(=O)Nc3ccccc3)CC2)N(C)C)c1 (stereo not drawn)	nt	-21%	-4	1.1	-2%	-13%	-7%	-1%	-4
CN1C2C(Br)CCCCN2c2ccc(F)cc2S1(=O)=O (stereo not drawn)	0%	-24%	1	0.0	3%	-16%	5%	-2%	17
Cn1c(=O)cc(N)n(Cc2ccccc2)c1=O	-22%	9%	0	-0.7	-4%	-18%	-1%	1%	-16
COc1cc(OC)c(C(=O)N(Cc2ccco2)Cc2cccs2)cc1OC	nt	nt	2	nt	1%	-3%	nt	-5%	nt
CC(C(=O)NN)c1ccc([N+](=O)[O-])cc1 (stereo not drawn)	4%	17%	-6	0.4	-2%	0%	25%	-1%	-15
O=C(Oc1c(CN2CCOCC2)cc(Cl)c2cccnc12)c1ccccc1F	2%	-2%	16	-0.2	-4%	-18%	3%	?	6
CC(C)CCN1C(=O)c2ccc(C(=O)Nc3ccccc3C(=O)O)cc2C1=O	-3%	-1%	-7	1.3	11%	-1%	10%	-2%	4
O=C(O)c1cccnc1NC1CCCC1	nt	-10%	-3	0.3	-1%	11%	-4%	1%	3
COc1ccc(C)cc1S(=O)(=O)N1c2ccccc2CC1C (stereo not drawn)	9%	-17%	0	-0.7	-4%	16%	-22%	2%	1
N#Cc1c(C(F)(F)F)cc(=O)n2c1[nH]c1ccccc12	9%	2%	-20	1.0	0%	-40%	-28%	-6%	11
COc1ccc(/C=C/C(=O)NCCn2c(C)cc3ccccc32)cc1OC	-9%	14%	-11	nt	0%	21%	2%	0%	nt
N#Cc1ccc(-c2nc3c4ccccc4ccn3c2Cc2cccc(Cl)c2)cc1	nt	-5%	-4	nt	-1%	nt	nt	-1%	nt
CCS(=O)(=O)n1nc(NCc2cccc(OC)c2)nc1NCc1cccc(OC)c1	11%	142%[activator]	3	-1.4	-9%	12%	-5%	0%	22
COc1cccc(N2CCN(c3ccc4nnc(CCC(=O)Nc5ccc(F)cc5)n4n3)CC2)c1	1%	-2%	0	-0.5	-2%	46%	-1%	-6%	-5
CCCCN1CC(O)=C(c2nc3ccccc3[nH]2)C1=N	-4%	-4%	-3	-0.4	0%	-15%	-5%	-25%	-1
O=C(Cn1ncc2c1-c1ccccc1OC2)Nc1ccc(S(=O)(=O)N2CCCCC2)cc1	6%	56%[activator]	-4	0.8	0%	19%	0%	-2%	5
O=C(O)C1CCN(C(=O)c2cc(F)cc3c2OCOC3)CC1	7%	-4%	-1	0.5	3%	-15%	4%	0%	-8
CC(Nc1cc(=O)n(C)c(=O)[nH]1)c1ccccc1 (stereo not drawn)	3%	-9%	6	-0.5	-1%	-36%	-9%	2%	-13
Cc1ccc(S(=O)(=O)N2CCOCC2)cc1NC(=O)CSc1nnc(N)s1	-10%	-17%	-7	0.0	-4%	21%	1%	1%	-2
COc1ccc(/C=C/C(=O)Oc2ccc(C)c(C)c2)cc1OC	9%	-11%	-4	-0.5	-5%	-9%	1%	0%	-4
O=C(CN(c1ccccc1)S(=O)(=O)c1ccccc1)NCCSc1nc2ccccc2s1	20%	0%	-7	0.9	-5%	-5%	-23%	-3%	-12
CC(=O)c1ccc(NC(=O)c2noc3c2CSc2ccccc2-3)cc1	-2%	-20%	-3	0.3	1%	12%	2%	-2%	nt

2 entries drawn at random from the list so far:
SMILES	ERG-DNA inh	ALOX12 inh	LDHA inh	D2 ag	GRP78 ERSR act	RGS4 inhibitor	Vif-A3F inh	Vif-APOBEC3G blk	D2 antagonist
COc1cccc(N2CCN(c3ccc4nnc(CCC(=O)Nc5ccc(F)cc5)n4n3)CC2)c1	1%	-2%	0	-0.5	-2%	46%	-1%	-6%	-5
Cc1ccc(C2CC(c3ccccc3)=NN2c2ccccc2)o1 (stereo not drawn)	2%	?	0	-0.9	2%	-45%	3%	-7%	36*

Carrying on:
SMILES	ERG-DNA inh	ALOX12 inh	LDHA inh	D2 ag	GRP78 ERSR act	RGS4 inhibitor	Vif-A3F inh	Vif-APOBEC3G blk	D2 antagonist
COc1ccc(OC)c(S(=O)(=O)NCCCn2ccnc2)c1	5%	0%	-14	0.1	-2%	50%	0%	1%	0
Cc1cccc(NC(=O)c2nc(-c3ccccc3)n(-c3ccccc3)n2)c1C	5%	-12%	-5	0.5	-6%	-22%	-17%	1%	-12
CC(OC(=O)c1nc(-c2ccccc2)n(-c2ccccc2)n1)C(=O)Nc1cc(Cl)cc(Cl)c1 (stereo not drawn)	5%	6%	-9	0.2	-7%	5%	-9%	-2%	1
COc1cccc(NC(=O)CSc2nc3cc(OC)c(OC)cc3c3nc(-c4ccccc4)nn23)c1	6%	-15%	2	0.4	-1%	-4%	-1%	1%	nt
O=C(CCn1c(=O)sc2ccccc21)Nc1cccnc1	nt	18%	-7	0.3	1%	11%	-12%	-2%	6
CCc1csc(CNC(=O)C2CCC(=O)N(Cc3cccc(OC)c3)C2)n1 (stereo not drawn)	nt	-26%	-4	nt	-5%	nt	-2%	-1%	nt
Cc1ccc(S(=O)(=O)NCC(=O)NNC(=O)c2ccc(Br)cc2)cc1C	-4%	-21%	2	nt	-3%	3%	-9%	-2%	nt
C=CCN(C(=O)CNC(=O)c1ccco1)C(C(=O)NC1CCCCC1)c1ccc(F)cc1 (stereo not drawn)	-3%	?	-1	-1.0	0%	18%	-2%	-1%	-5
Cc1cc(NC(=O)COC(=O)C2CCC(=O)N2)c([N+](=O)[O-])cc1C (stereo not drawn)	-1%	4%	-1	4.3	0%	33%	2%	0%	-16
COc1cccc(-n2nnc3c(=O)n(CC(=O)N4CCC(Cc5ccccc5)CC4)cnc32)c1	-3%	2%	-9	1.0	-1%	24%	0%	-1%	-25
Cc1c(C(=O)NCc2ccccc2)sc2nc3n(c(=O)c12)CCC3	-4%	-4%	3	-1.0	-1%	-12%	2%	2%	nt
O=S(=O)(Nc1cccnc1Cl)c1ccc(F)cc1	9%	-13%	-4	6.1	-4%	-6%	-15%	3%	2
CC1=C(C(=O)Nc2ccc(Cl)cc2)C(c2ccc(C(F)(F)F)cc2)n2nnnc2N1 (stereo not drawn)	-1%	-49%	-2	-0.5	-11%	-4%	5%	-13%	nt
CC(Oc1ccccc1)C(=O)Nc1ccc(OCc2cc(=O)n3ccsc3n2)cc1 (stereo not drawn)	4%	-26%	-8	-1.4	-3%	12%	0%	1%	nt
COc1ccc2[nH]c3c(c2c1)CNCC3	nt	-4%	-18	nt	-7%	nt	2%	-6%	nt
CCN(CC)C(=S)SCC(=O)Nc1ccc(F)cc1	16%	5%	4	0.3	2%	-16%	-6%	2%	-14

Full records as entered above.
CCN(CC)C(=S)SCC(=O)Nc1ccc(F)cc1 is listed as ERG-DNA inh = 16%; ALOX12 inh = 5%; LDHA inh = 4; D2 ag = 0.3; GRP78 ERSR act = 2%; RGS4 inhibitor = -16%; Vif-A3F inh = -6%; Vif-APOBEC3G blk = 2%; D2 antagonist = -14
Cc1cccc(NC(=O)c2nc(-c3ccccc3)n(-c3ccccc3)n2)c1C is listed as ERG-DNA inh = 5%; ALOX12 inh = -12%; LDHA inh = -5; D2 ag = 0.5; GRP78 ERSR act = -6%; RGS4 inhibitor = -22%; Vif-A3F inh = -17%; Vif-APOBEC3G blk = 1%; D2 antagonist = -12
COc1cccc(-n2nnc3c(=O)n(CC(=O)N4CCC(Cc5ccccc5)CC4)cnc32)c1 is listed as ERG-DNA inh = -3%; ALOX12 inh = 2%; LDHA inh = -9; D2 ag = 1.0; GRP78 ERSR act = -1%; RGS4 inhibitor = 24%; Vif-A3F inh = 0%; Vif-APOBEC3G blk = -1%; D2 antagonist = -25
